MCF10A rereplic – induces DNA re-replication in MCF 10a normal breast cells; MCF 10A DNA re-replication, Hoechst nuclear intensity, 48 h; Potency, µM (series often up to 46.1 µM), for the others: at the top dose activity, positive = re-replication, usual class: activators; 350,000 tested, 2.9% active; also: potency is read from the fitted curve at half-maximal effect; % of control where 0% means no effect; nearly all actives have a fitted effect of over 50% in size
SW480 rerep – inducers of DNA re-replication in SW480 colon cancer cells; 340,000 tested, 1.8% active; Potency, µM (top dose mostly 46.1 µM), inactives show at the top dose re-replication activation, actives largely listed as activators; SW480 DNA re-replication, Hoechst DNA content imaging, 48 h; also: potency is read from the fitted curve at half-maximal effect; % of control where 0% means no effect; nearly all actives have a fitted effect of over 55% in size
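SW480 cells exposed to compounds for 48 hr at 37 C, 5% CO2, then Hoechst-stained 40 min. Nuclear DNA content imaged by fluorescence scanning (405 nm excitation, 500-530 nm emission); re-replication scored as increased high-intensity nuclei.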
KB-3-1 tox – KB-3-1 parental cell cytotoxicity; KB-3-1 viability, CellTiter-Glo ATP luminescence, 72 h; AID 1347075; Potency, µM (series often up to 46.1 µM), for the others: top-dose activity change, negative = cytotoxic, hits mostly cytotoxic; 400,000 tested, 1.4% active; also: potency is read from the fitted curve at half-maximal effect; % is scaled to controls: 0 for no effect and ±100 for the full control effect; nearly all actives have a fitted effect of over 60% in size
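KB-3-1 cells, DMEM (no phenol red) + 10% FBS; compound by pin transfer, 72 h, 37 °C. Readout: CellTiter-Glo luminescence after 10 min. Data normalized, curve-fitted.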
DRD3 agonist – activates the human D3 dopamine receptor; D3R DiscoveRx beta-arrestin cells, luminescence, 90 min; max activation, %; 410,000 tested, 0.58% active; in the data active = max activation above about 30%; also: 0% is about no effect; mostly tested at two doses, the higher about 12 µM
Target sequence (P35462 whole entry, looked up): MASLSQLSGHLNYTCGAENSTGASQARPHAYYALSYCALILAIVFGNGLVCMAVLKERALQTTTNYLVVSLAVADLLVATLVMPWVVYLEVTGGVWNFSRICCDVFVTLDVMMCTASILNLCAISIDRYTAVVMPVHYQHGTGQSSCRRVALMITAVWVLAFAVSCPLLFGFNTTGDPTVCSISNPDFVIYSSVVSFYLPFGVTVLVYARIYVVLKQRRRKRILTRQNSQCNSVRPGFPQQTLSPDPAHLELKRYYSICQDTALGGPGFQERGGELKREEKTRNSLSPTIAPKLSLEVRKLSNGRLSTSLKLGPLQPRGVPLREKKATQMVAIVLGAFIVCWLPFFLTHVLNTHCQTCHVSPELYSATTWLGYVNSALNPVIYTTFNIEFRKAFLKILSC
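Agonist mode: compounds and dopamine controls were applied to plated cells for 90 min at 37 degrees C after an overnight attachment at 1500 cells/well. Luminescent read-out followed 30 - 60 minutes at room temperature with DiscoveRx detection reagent.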
HT1080 IDH1KD tx – HT-1080 IDH1 knockdown cell toxicity (counter line); HT-1080 IDH1 knockdown viability, ATP luminescence, 48 h; 360,000 tested, 2% active; Potency, µM (doses to about 46.1 µM), for inactives: at the top dose activity, negative = toxicity, hits mostly cytotoxic;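 also: potency is read from the fitted curve at half-maximal effect; 0% = DMSO wells and -100% = cell-free medium wells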
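In this qHTS, HT-1080 cells depleted of IDH1 are exposed for 48 h at 37 °C to compound titrations. Toxicity is scored from CellTiter-Glo luminescence, with DMSO as full viability and medium alone as none.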
GLP1R cytotox – cytotoxicity counter-screen for GLP-1 receptor inverse agonists | AID 624418 | HEK293 cAMP-luciferase reporter cells, luminescence, 24 h | Potency, µM (titrated, usually from 38.3 µM), without a hit: at the top dose activity change, negative = inhibition, most hits filed as inhibitors | 410,000 tested, 0.13% active;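 also: loss of luciferase light is scored as toxicity; potency is read from the fitted curve at half-maximal effect; % is scaled to controls: 0 for no effect and ±100 for the full control effect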
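Here, cytotoxicity is scored as loss of luminescence. The MLSMR collection was tested on cells seeded in medium containing 10% Nu serum, with a 24 hr compound exposure preceded by 12 hours of culture.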
KB-V1 cytotox – KB-V1 MDR subline cytotoxicity. KB-V1 MDR cells viability, CellTiter-Glo, 72 h. Potency, µM (series often up to 46.1 µM), without a hit: at the top dose activity change, negative = cytotoxicity, usual class: cytotoxic. 400,000 tested, 3.4% active; also: potency is read from the fitted curve at half-maximal effect; % is scaled to controls: 0 for no effect and ±100 for the full control effect; nearly all actives have a fitted effect of over 60% in size
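KB-V1 MDR subline cells in DMEM (phenol-red free, 10% FBS) exposed to compounds in qHTS concentration series for 72 h at 37 degrees C. Viability read by CellTiter-Glo luminescence; concentration-effect curves fitted after normalization and correction.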
HT1080-NT tox – kills 2HG-producing HT-1080-NT fibrosarcoma cells; AID 686970; HT-1080-NT fibrosarcoma viability, CellTiter-Glo ATP luminescence, 48 h; 360,000 tested, 1.6% active; Potency, µM (series often up to 46.1 µM), for inactives: at the highest dose activity, negative = less viability, usual class: cytotoxic;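 also: NT is the 2HG producing partner of a matched IDH1 knockdown line; potency is read from the fitted curve at half-maximal effect; 0% = DMSO-treated cells and -100% = media-only wells without cells; nearly all actives have a fitted effect of over 55% in size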
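Viability of the 2HG-overproducing fibrosarcoma line after 48 hours of compound exposure at 37 degrees C was determined by luminescence with CellTiter-Glo, and concentration-effect curves were then fitted and categorized.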
IL1B secr inh – blocks inflammasome-driven IL-1 beta release. THP-1 LPS/ATP IL-1B secretion, AlphaLISA, 16 h; stronger effect = lower value. activity change, % at 57.5 µM. 360,000 tested, 4.7% active. AID 743279; in the data active = activity change below about -50%; inconclusive = mostly about -30% to -49%; also: % is scaled to controls: 0 for no effect and ±100 for the full control effect
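Secreted IL-1B measured by AlphaLISA bead assay after 16 h compound exposure of THP-1 cells; compounds (final up to 57.5 uM) added 1 h before LPS (250 ng/mL) and ATP (1.25 mM) stimulation; lower signal means less secretion.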
* marks the source's active call; other numbers are inactive results; ? = inconclusive; / = not tested or not shown; [ ] = another dose, or the depositor's remark. Unless noted, calls follow the shape of the dose curve; as a rule, active = well fitted curve in the direction sought with a large enough effect; inconclusive = small, poorly fitted or top-dose-only effect, or another doubt; inactive = no such curve, though single readings can be large; an effect the other way counts as inactive or inconclusive. Compounds as they come; about 11% have a hit in one of these screens.

SMILES	MCF10A rereplic	SW480 rerep	KB-3-1 tox	DRD3 agonist	HT1080 IDH1KD tx	GLP1R cytotox	KB-V1 cytotox	HT1080-NT tox	IL1B secr inh
Cc1cc(C)nc(N2CCC(C(=O)NC3CCCc4ccccc43)CC2)n1 (configuration not stated)	5%	-6%	11%	3	8%	5%	-1%	-2%	0
Cc1ccc2c(c1)C(=O)CC(c1ccc3c(c1)OCCO3)O2 (configuration not stated)	16µM*	19%	11%	0	-19%	-5%	0%	-16%	?
COc1ccc(C2=C/C(=C\c3ccccc3OC(C)=O)C(=O)O2)cc1	8%	-1%	0%	-9	-1%	-2%	2%	3%	-3
Cc1cc(Br)cc2c(C(=O)NCC3CCCO3)cc(-c3cccs3)nc12 (configuration not stated)	15µM*	?	/	24	4%	8%	/	1%	6
COC(=O)c1ccc(NC(=S)NCCc2cccc(C)c2)cc1	?	-1%	-2%	1	0%	-31%	-9%	9%	181
O=S(=O)(c1ccc(Br)cc1)N1CCOC12CCCCC2	-5%	0%	1%	-1	-14%	-3%[7.66 µM]	0%	2%	7
CC(=O)Nc1ccc(C2=CC(=O)C[C@H](c3ccc4c(c3)OCO4)C2)cc1	?	-24%[9.22 µM]	20%	-6	-6%	4%	?	-3%	?
Cc1cc(C)nc(SCc2cc(=O)c(OC(=O)c3ccc(Cl)c([N+](=O)[O-])c3)co2)n1	?	-3%	3%	-2	1%	-1%	-16%	11%	15
Cn1c(CCNC(=O)c2ccco2)nc2cc([N+](=O)[O-])ccc21	-28%	-22%	12%	-5	3%	1%	13%	-2%	-13
O=C(CC1SC(N2CCOCC2)=NC1=O)Nc1ccc(Cl)c(C(F)(F)F)c1 (configuration not stated)	2%	-2%	-5%	-5	-8%	6%	12%	-4%	10
Cc1ccc([C@H]2C[C@@H](n3cc(COC(=O)c4ccccc4)nn3)[C@H](O)CN2Cc2cccs2)cc1	/	/	-1%	-5	6%	-1%	-6%	5%	8
COc1ccc(/C=C/C2=CC(C)(C)NC(=S)N2)cc1	3%	9%	?	-19	-21%	16%	-5%	-3%	-10
Cc1c(=O)n(OCc2ccccc2)c2ccccc2[n+]1[O-]	12%	-5%	1%	2	19%	-1%	13%	10%	13
COc1cc(/C=C/C(=O)OCC(=O)NCc2cccs2)ccc1OCC#N	18%	-8%	-3%	3	-21%	?	14%	-18%	20
Cc1nn(-c2ccccc2)c(C)c1C(=O)OCC(=O)N(C)c1c(N)n(Cc2ccccc2)c(=O)[nH]c1=O	-4%	-6%	-2%	3	13%	-1%	3%	2%	3
CCOc1ccc(-c2nnc(SCC(=O)N3CCN(c4ccccc4)CC3)o2)cc1	-5%	-3%	-9%	-1	0%	-9%	0%	-3%	18
O=C(O)C1CCC(C(=O)O)O1 (configuration not stated)	2%	-5%	-5%	1	19%	4%	?	13%	-2
CCN(C(=O)COC(=O)c1ccc([N+](=O)[O-])o1)C1CCCCC1	7%	1%	6%	1	-1%	-2%	25%	-4%	-3
O=C(Nn1cnnc1)c1cccc(S(=O)(=O)N2CCOCC2)c1	-7%	-5%	-3%	1	0%	7%	-3%	0%	0
CC1O[C@@H](OC2C(O)C(C)O[C@H](OC(=O)[C@]34CCC(C)(C)C[C@H]3C3=CCC5[C@@]6(C)CC(O)C(O[C@@H]7OC(CO)C(O)[C@@H](O)[C@@H]7O)[C@@](C)(C(=O)O)C6CC[C@@]5(C)[C@]3(CO)CC4)C2O[C@H]2OC(C)[C@@H](O[C@@H]3OCC(O[C@@H]4OC(CO)C(O)[C@H](O)C4O)[C@@H](O)[C@@H]3O)[C@H](O)C2O)C(O)C(O)C1O (some centres not stated)	?	-10%	7%	-10	10%	3%	?	15%	-6
COc1ccc(CCNC(=O)c2cc(=O)n(C)c(=O)n2C)cc1OC	14%	-7%	-10%	-3	15%	16%	1%	11%	30
CN(C)c1cccc(CNC(=O)c2ccc3sc([C@H]4C[C@H](O)[C@@H](CO)O4)nc3c2)c1	/	/	0%	7	14%	0%	5%	28%	14
COc1ccccc1CCC(=O)Nc1ccc(C)cc1Cl	-1%	-1%	0%	2	13%	-4%	?	3%	-10
CCC(=O)NCC(c1cccs1)N1CCOCC1 (configuration not stated)	-4%	2%	-5%	0	8%[9.24 µM]	0%	14%	1%	24
CCC(C)NC(=O)C1CCN(S(=O)(=O)CC)CC1 (configuration not stated)	17%	2%	-3%	-2	5%	14%	6%	10%	19
C/C(N)=C(/C#N)C(=O)CSc1nc2ccccc2n1CC(C)C	1%	-4%	-5%	-5	-19%	12%	-26%	-11%	24
CC1=C(C)CC(C(=O)Nc2ccc(C(=O)N3CCOCC3)cc2)C(C(=O)O)C1 (configuration not stated)	-6%	-5%	0%	-3	6%	13%	7%	-5%	1
COc1ccc(C(=O)NCc2cn3cccc(C)c3n2)cc1OC	0%	-18%	-13%	-5	-4%	-16%	-20%	16%	26
CCn1cc(C(C)NC(=O)Nc2ccc3c(c2)OCO3)c(C)n1 (configuration not stated)	-51%[inhibitor]	-42%[inhibitor]	5%	5	6%	-7%	1%	8%	3
CC(C)C(=O)Nc1ccc2c(c1)nc(CCN1CCN(c3ccccn3)CC1)n2C	7%	8%	6%	62*	-1%	-3%	?	21%	9
COc1ccc(N2CCN(C(CNC(=O)C(=O)NCCc3c[nH]c4ccccc34)c3ccco3)CC2)cc1 (configuration not stated)	?	-1%	-15%	14	-11%	-12%	-13%	-10%	-52*
O=C(Cc1ccc(S(=O)(=O)N2CCCCC2)s1)Nc1cccc2ccccc12	?	-2%	-1%	-11	-11%	2%	-1%	-20%	18
Cc1cc(C)n(-c2nc3nonc3nc2-n2nc(C)cc2C)n1	3%	0%	9%	3	-2%	-8%	2%	1%	29
CCc1ccc(CN2CCC(n3nccc3NC(=O)Cc3ccccc3)CC2)o1	-1%	-1%	?	-9	5%	-1%	1%	-1%	0
COc1cc(NS(=O)(=O)c2ccc(NC(=O)c3ccc(C(C)=O)cc3)cc2)nc(OC)n1	/	/	-8%	-10	/	-4%	-1%	/	/
COCCN(CC1CCCN(C2Cc3ccccc3C2)C1)C(=O)CCC(N)=O (configuration not stated)	?	-3%	-8%	-22	-15%	-22%	-16%	-10%	-52*
O=C(CSc1nnc(-c2cccnc2)o1)Nc1ccc(Br)cc1	-2%	-7%	?	-11	16%	-22%	12%	2%	-5
COc1ccc(CNC(=O)C2CCN(S(=O)(=O)c3cccc4nsnc34)CC2)cc1	0%	3%	0%	-3	0%	-22%	-7%	-1%	-7
CC(=O)Nc1ccc(Cl)cc1C1COC(=O)C1=N (configuration not stated)	-8%	38%	3%	4	16%	6%	1%	18%	3
CCOc1cc(/C=C/c2nc3ccccc3s2)ccc1OCC(=O)N1CCOCC1	?	?	-8%	12	-26%	-9%	?	-26%	-21
O=C(Oc1cccc(NC(=O)c2cccs2)c1)c1cccc(S(=O)(=O)N2CCCC2)c1	-2%	2%	5%	1	0%	-6%	-1%	1%	17
CSc1ncccc1C(=O)OC(C)C(=O)Nc1cccc(S(=O)(=O)N2CCOCC2)c1 (configuration not stated)	5%	7%	15%	1	-2%	-6%	1%	-2%	3
Cc1cc(Nc2ccccc2F)n2ncnc2n1	1%	-7%	-1%	-10	-6%	-7%	-6%	8%	9
Cc1cc(Cl)n2ncc(-c3ccccc3)c2n1	?	-9%[9.22 µM]	-14%	-6	?	12%	-26%	18µM*	-99*
CCN1C(=O)C(C(=O)c2ccccc2)SC1=S (configuration not stated)	?	0%	?	-1	6%	-18%	?	-5%	1
CCOc1cc(CN2CCC(CO)(Cc3cccc(C(F)(F)F)c3)CC2)ccc1OC	3%	-14%[1.84 µM]	26µM*	-8	21µM*	?	-14%	21µM*	-74*
COc1ccc(NC(=O)c2ccc3nc(-c4ccccc4)c(-c4ccccc4)nc3c2)c(OC)c1	17%	?	20%	3	12%	57%[activator]	4%	12%	15
O=C(CC(Nc1ccc(F)cc1)c1ccccc1)c1ccccc1 (configuration not stated)	17%	-4%	5%	-5	6%	-28%	12%	18%	0
CCCCN(C)c1ncnc2c1cnn2-c1cccc(Cl)c1	/	/	-8%	-3	/	23%	-14%	/	/
COc1cc(C2NC(=O)NC(C)=C2C(=O)OCC2CCCO2)cc(OC)c1OC (configuration not stated)	-2%	0%	9%	-3	6%	-2%	23%	11%	-3
CCCCc1c(C(=O)O)cc(OC)cc1C(=O)O	0%	-5%	2%	-1	2%	-9%	-4%	0%	12
O=C(C1COc2ccccc2O1)N1CCN(Cc2ccc3c(c2)OCO3)CC1 (configuration not stated)	4%	0%	-16%	-20	0%	-2%	?	-9%	?
CC1(C(=O)NS(=O)(=O)c2ccc(Cl)s2)CCN1C(=O)C1CCCCC1 (configuration not stated)	/	/	-4%	0	0%	1%	-13%	13%	31
Cc1nc(C)c(C(=O)NCc2ccc(Cl)cc2)o1	1%	-5%	10%	-13	-4%	0%	-3%	0%	27
CCOC(=O)C1(Cc2ccc(OC)cc2)CCN(C(=O)c2ccoc2C)CC1	?	-37%[inhibitor]	10%	3	0%	1%	-8%	1%	-5

Reprinted from the entries so far, two compounds:
SMILES	MCF10A rereplic	SW480 rerep	KB-3-1 tox	DRD3 agonist	HT1080 IDH1KD tx	GLP1R cytotox	KB-V1 cytotox	HT1080-NT tox	IL1B secr inh
COC(=O)c1ccc(NC(=S)NCCc2cccc(C)c2)cc1	?	-1%	-2%	1	0%	-31%	-9%	9%	181
O=S(=O)(c1ccc(Br)cc1)N1CCOC12CCCCC2	-5%	0%	1%	-1	-14%	-3%[7.66 µM]	0%	2%	7

High-throughput results: PubChem, National Center for Advancing Translational Sciences (NCATS)
